GRIN3A LBD mod: NR3A (human) ligand-binding domain modulation | NR3A LBD differential scanning fluorimetry, Tm shift; 0% = protein alone, 100% = glycine-bound protein | Tm shift relative to glycine control, % at 25 µM | actives 2.5% (n = 340,000);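 active = melting temperature shift of at least 10% of the positive control shift, at one fixed dose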
MPTP inh: inhibitors of mitochondrial permeability transition pore. AID 602449. isolated mouse mitochondria, Ca2+ swelling absorbance, 30 min. actives 1.4% (n = 360,000). inhibition, % at 10 µM;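 active = inhibition of 50% or more, scaled per plate between neutral and stimulator controls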;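 also: 0% = DMSO wells given calcium and 100% = 1 mM EGTA wells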
mIAP block: blocks mouse intestinal alkaline phosphatase | purified mouse IAP, CDP-Star luminescence, 30 min | inhibition, % at 10 µM | actives 0.2% (n = 330,000);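 active = inhibition of at least 40% at 10 µM in the primary screen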;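 also: plate controls were DMSO with enzyme for no effect and no enzyme wells for full effect; values of inactives mirror those of a sister screen read the other way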
hIAP activ: human IAP activation; actives 0.16% (n = 330,000); purified human IAP, CDP-Star luminescence, 30 min; stronger effect = higher value; 1 = vehicle-only enzyme, 0 = enzyme-free background; activation factor at 10 µM; P09923;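 active = activation factor of the enzyme at least 2-fold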; also: the source names both 10 and 20 µM as test concentration; values of inactives mirror those of a sister screen read the other way
mIAP activ: increases mouse intestinal alkaline phosphatase activity; AID 2805; activation factor at 10 µM; actives 0.24% (n = 330,000); muIAP, CDP-Star luminescence, 30 min; stronger effect = higher value; 1 = vehicle-only enzyme signal, 0 = enzyme-free wells;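 active = activation factor of at least 2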; also: the source names both 10 and 20 µM as test concentration; values of inactives mirror those of a sister screen read the other way
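Assay system: mouse IAP enzyme; Reagent: CDP-Star chemiluminescent phosphatase substrate; Compound: DMSO-dissolved test compounds; Incubation: 30 min, room temperature; Technique: luminescence from enzymatic CDP-Star hydrolysis; Controls: DMSO-only wells and no-enzyme negative control.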
hIAP inh: blocks human intestinal alkaline phosphatase; P09923; purified IAP, CDP-Star luminescence, 30 min; inhibition, % at 10 µM; actives 0.12% (n = 330,000); AID 2544;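 active = inhibition reaching a set limit with compound at 10 µM in the primary screen, cut at about 35% in these data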;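 also: plate controls were DMSO wells with enzyme for no effect and no-enzyme buffer wells for full effect; values of inactives mirror those of a sister screen read the other way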
APOBEC3A inh: blocks human APOBEC3A ssDNA deamination; P31941; recombinant A3A, FAM/TAMRA ssDNA deamination fluorescence; inhibition, % at 20 µM; actives 0.41% (n = 330,000); AID 493011;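 active = at least 40% inhibition at 20 µM here, with at most 30% in a related deaminase screen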;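 also: plate controls were A3A with DMSO for no effect and wells lacking A3A enzyme for full effect; some results filed as inactive read as strong as hits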
Target sequence (P31941 whole entry, looked up): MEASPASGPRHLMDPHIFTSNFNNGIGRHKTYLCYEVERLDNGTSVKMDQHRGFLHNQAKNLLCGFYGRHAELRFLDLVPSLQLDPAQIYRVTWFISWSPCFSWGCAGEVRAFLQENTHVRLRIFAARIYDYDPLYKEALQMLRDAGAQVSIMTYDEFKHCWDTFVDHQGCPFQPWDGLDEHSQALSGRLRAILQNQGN
beta cell repl: inducers of beta-cell replication in MIN6 cells; MIN6 cells proliferation, ATPlite luminescence, 48 h; cells starved in 0.2% serum; 100% = growth in 10% serum; proliferation, % at 10 µM; actives 0.29% (n = 330,000);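 active = compounds whose signal lies at least 3.5 SD above the mean of all wells on their plate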;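 also: 0% = DMSO-treated cells in low-serum medium and 100% = 10% serum control; some compounds called inactive have numbers as strong as hits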
A3G deaminase: blocks human APOBEC3G single-stranded DNA deamination; Q9HC16; recombinant A3G, ssDNA deamination FAM/TAMRA fluorescence; inhibition, % at 20 µM; actives 0.28% (n = 330,000);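 active = inhibition of at least 40% at 20 µM, with no more than 30% in the related APOBEC3A deaminase screen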;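 also: plate controls were DMSO wells with A3G for no effect and wells lacking A3G enzyme for full effect; some compounds called inactive have numbers as strong as hits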
Target sequence (Q9HC16 whole entry, looked up): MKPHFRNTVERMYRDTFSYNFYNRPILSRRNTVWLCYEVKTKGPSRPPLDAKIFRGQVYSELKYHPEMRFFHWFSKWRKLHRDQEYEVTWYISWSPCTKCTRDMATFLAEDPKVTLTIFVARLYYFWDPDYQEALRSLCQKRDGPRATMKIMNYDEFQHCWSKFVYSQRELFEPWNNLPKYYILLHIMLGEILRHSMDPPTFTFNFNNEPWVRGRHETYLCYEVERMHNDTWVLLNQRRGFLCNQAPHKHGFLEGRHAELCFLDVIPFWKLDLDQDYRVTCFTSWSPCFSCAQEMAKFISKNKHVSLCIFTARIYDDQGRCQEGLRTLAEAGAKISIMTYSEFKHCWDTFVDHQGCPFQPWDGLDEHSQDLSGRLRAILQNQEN
The depositor's hits bear a star; / = no result given.

compound	GRIN3A LBD mod	MPTP inh	mIAP block	hIAP activ	mIAP activ	hIAP inh	APOBEC3A inh	beta cell repl	A3G deaminase
O=CN1CCN(C(=O)C(=O)c2cn(CC(=O)N3CCCCC3)c3ccccc23)CC1	-3	-1.9	7	1.1	0.93	-13	-2	-2	2
CCNc1nc(OC)nc(N2CCC(Cc3ccccc3)CC2)n1	5	-3.3	3	1	0.97	-5	0	-1	1
O=c1cc(CN2CCC3(CC2)OCCO3)c2c(ccc3ccccc32)o1	1	-3.3	7	0.9	0.93	10	0	0	-2
CC(=O)Nc1ccc2nc(-c3ccccn3)[nH]c2c1	0	-5.9	3	1.5	0.97	-45	0	-2	1
CCCc1ccc2oc(C(=O)NCCN3CCCC(C(N)=O)C3)c(C)c2c1 (stereo not given)	0	0.8	8	1.1	0.92	-15	-5	1	-2
N#Cc1cc2c(nc1SCc1nc3ccccc3[nH]1)CCC2	/	/	11	0.87	0.89	13	1	-6	-3
O=C(COc1ccc(Cl)cc1)NCc1nnc(SCC(=O)NCC2CCCO2)o1 (stereo not given)	-1	-1.5	5	0.92	0.95	8	-2	1	-2
O=S(=O)(Nc1ccc2nc(N3CCOCC3)sc2c1)c1ccccc1	3	1.3	0	0.96	0.99	4	1	4	-6
COc1cccc(NC(=O)CCNC(=O)Cn2ccc3ccccc3c2=O)c1	-1	0.3	0	1.1	1	-5	0	-1	-3
O=C(CN1CCc2ccccc2C1)c1cccs1	0	-3.0	0	0.91	1	9	-4	-1	-6
Cc1ccc(N(CC(=O)Nc2ccc(Br)c(C)c2)S(=O)(=O)c2c(C)[nH]c(=O)[nH]c2=O)cc1	0	1.0	7	0.94	0.93	6	-5	-3	-3
COc1ccc(C2C3=C(Nc4ncnn42)c2ccccc2CC3)cc1OC (stereo not given)	/	/	2	1.1	0.98	-8	-9	-2	-3
O=C1C2CCCCN2C(=O)N1CCN1CCN(c2ccc([N+](=O)[O-])cc2)CC1 (stereo not given)	-2	0.7	11	1	0.89	0	-1	-1	0
CC(C)C(=O)N1CCN(c2ccccc2NC(=O)c2cc([N+](=O)[O-])ccc2N2CCOCC2)CC1	-1	1.2	-5	0.9	1	10	-1	3	-4
N#CC1=C(N)Oc2cc(N)ccc2C1C1CC=CCC1 (stereo not given)	2	-0.4	-5	0.88	1	12	0	-2	1
COc1cc(/C=N/NC(=O)COc2c(C)cc([N+](=O)[O-])cc2C)ccc1OC(=O)c1ccccc1Br	-5	-0.3	12	0.86	0.88	14	-4	-2	-4
Cc1ccc2c(c1)nnn2C1CCN(C(=O)C2CCCCC2)CC1	-1	-1.9	3	0.97	0.97	3	-1	1	0
O=C(Nc1ccc2nn(-c3ccccc3)nc2c1)c1ccc2c(c1)OCCO2	21*	-2.9	6	1.1	0.94	-6	-4	-4	4
Cc1cn2c(=O)c(C(=O)N3CCN(c4ccccc4F)CC3)cnc2s1	1	0.3	6	0.91	0.94	9	-1	-4	-3
CCC(=O)Nc1ccc(C(=O)CSc2nnc(-c3ccccc3F)n2CCc2ccccc2)cc1	-7	-5.4	4	0.95	0.96	5	9	-3	-6
COc1ccc(S(=O)(=O)N2CCCCCC2)cc1C(=O)N(C)CCOc1ccc(Cl)cc1	-1	-0.4	3	1	0.97	-3	3	-5	-1
CCOc1ccccc1C(=O)NCC(=O)NNC(=O)c1cccc(S(=O)(=O)Nc2ccc(OC)cc2)c1	1	-0.9	9	1.2	0.91	-24	-3	-2	-7
CCC(C(=O)NC(C)(C)C)N(C(=O)c1ccc(Cl)nc1)C1CCCC1 (stereo not given)	0	-0.6	0	1	1	-2	-2	-4	-3
NC1=NS(=O)(=O)NC1c1cccc(Cl)c1 (stereo not given)	-4	-2.4	-1	1.1	1	-6	0	-1	-5
O=C1Nc2ccc(S(=O)(=O)N(CCO)CCO)c3cccc1c23	0	-2.5	6	1.1	0.94	-9	-4	-1	-3
CC(/C=C/c1ccccc1)=N/NC(=O)Cn1nnc(N)n1	1	-0.2	-6	0.88	1.1	12	4	-2	2
CC1CCCCC12NC(=O)N(CC(=O)NCCc1ccccn1)C2=O (stereo not given)	0	-0.2	4	0.98	0.96	2	-2	-1	-7
CC1=NN(C(C#N)c2ccccc2)C(c2ccccc2)C1 (stereo not given)	1	1.3	3	1	0.97	-1	0	-3	-6
CC(=O)Nc1ccc(N=Cc2c(O)ccc3ccccc23)cc1	39*	2.8	3	1.1	0.97	-10	-6	1	9
NC(=O)c1sc2cc(C(F)(F)F)cnc2c1-c1cccs1	21*	-0.3	0	1.3	0.99	-30	-7	-2	3

Part of the list above, with values under each structure:
Fields – GRIN3A LBD mod	MPTP inh	mIAP block	hIAP activ	mIAP activ	hIAP inh	APOBEC3A inh	beta cell repl	A3G deaminase
> O=CN1CCN(C(=O)C(=O)c2cn(CC(=O)N3CCCCC3)c3ccccc23)CC1
→ -3	-1.9	7	1.1	0.93	-13	-2	-2	2
> CCNc1nc(OC)nc(N2CCC(Cc3ccccc3)CC2)n1
→ 5	-3.3	3	1	0.97	-5	0	-1	1
> O=c1cc(CN2CCC3(CC2)OCCO3)c2c(ccc3ccccc32)o1
→ 1	-3.3	7	0.9	0.93	10	0	0	-2
> CC(=O)Nc1ccc2nc(-c3ccccn3)[nH]c2c1
→ 0	-5.9	3	1.5	0.97	-45	0	-2	1
> CCCc1ccc2oc(C(=O)NCCN3CCCC(C(N)=O)C3)c(C)c2c1 (stereo not given)
→ 0	0.8	8	1.1	0.92	-15	-5	1	-2
> N#Cc1cc2c(nc1SCc1nc3ccccc3[nH]1)CCC2
→ /	/	11	0.87	0.89	13	1	-6	-3
> O=C(COc1ccc(Cl)cc1)NCc1nnc(SCC(=O)NCC2CCCO2)o1 (stereo not given)
→ -1	-1.5	5	0.92	0.95	8	-2	1	-2
> O=S(=O)(Nc1ccc2nc(N3CCOCC3)sc2c1)c1ccccc1
→ 3	1.3	0	0.96	0.99	4	1	4	-6
> COc1cccc(NC(=O)CCNC(=O)Cn2ccc3ccccc3c2=O)c1
→ -1	0.3	0	1.1	1	-5	0	-1	-3

More entries follow:
compound	GRIN3A LBD mod	MPTP inh	mIAP block	hIAP activ	mIAP activ	hIAP inh	APOBEC3A inh	beta cell repl	A3G deaminase
COC(=O)c1ccc(CSc2nc3ccccc3c(=O)n2N)cc1	-25	0.2	-5	0.95	1	5	-1	3	0
O=C(CCCn1c(=O)c2sccc2n(CC(=O)NCc2ccco2)c1=O)NCc1ccco1	-1	0.0	-13	1.5	1.1	-54	82	-4	47
COc1ccc(C(c2nnnn2Cc2cccs2)N2CCN(c3ccc(F)cc3)CC2)cc1OC (stereo not given)	2	0.2	-8	0.97	1.1	3	-3	-3	-5
CCN(C(=O)COC(=O)c1cc(=O)c2ccccc2o1)c1c(N)n(Cc2ccccc2)c(=O)[nH]c1=O	-1	-1.7	-3	1	1	-4	-2	-2	-6
O=C(CCCN1C(=O)c2ccccc2C1=O)Nc1c(C(=O)C2CC2)oc2ccccc12	0	-1.5	-6	1.1	1.1	-6	-4	-1	-1
CCc1cccc2c(C(=O)CN3C(=O)NC4(CCCCC4)C3=O)c[nH]c12	-1	0.1	4	1.1	0.96	-10	-2	-7	-7
Cc1nn(C)cc1NC(=O)CC12CC3CC(CC(C3)C1)C2	-3	-0.1	-14	1.2	1.1	-22	2	-5	-2
C/C(=N\NC(=O)CSc1ncccn1)c1ccc2c(c1)OCCO2	1	1.2	4	1.1	0.96	-6	0	2	0
CCN1C(=O)N(S(=O)(=O)c2ccc(C)cc2)[C@@H](c2ccccc2)C(C(=O)OC)=C1C	-1	-0.5	4	0.89	0.96	11	4	-5	4
O=C(O)CNC1=NCCCCC1	5	0.0	-11	0.94	1.1	6	-3	-3	-8
CSc1ccccc1C(=O)Nc1cc(C)ccc1C	2	0.4	14	0.86	0.86	14	-4	1	-3
COc1ccc(N2CCN(C(=O)CN3c4cccc5cccc(c45)S3(=O)=O)CC2)cc1	2	0.2	1	1	0.99	0	-4	-2	-6
CN1CCc2c(sc3c2C(=O)NC(/C=C\c2ccccc2)N3)C1 (stereo not given)	-2	3.4	16	0.82	0.84	18	-1	-1	-7
COCCNC(=O)/C(C#N)=c1\s/c(=C\c2ccccc2OC(F)F)c(=O)n1Cc1ccccc1	/	/	-7	0.95	1.1	5	0	3	-5
O=C(Nc1nccs1)c1ccc2c(c1)OCO2	-3	-1.8	-1	0.92	1	8	1	-2	1
CCOC(=O)C1(Cc2ccc(O)cc2)NC(c2ccco2)C2C(=O)N(c3ccccc3F)C(=O)C21 (stereo not given)	-1	0.3	-6	1.1	1.1	-9	-1	-2	0
O=C(Nc1cc(S(=O)(=O)N2CCOCC2)ccc1N1CCCCC1)c1ccccc1Br	-1	-2.7	23	0.92	0.77	8	-3	-4	-1
Cn1c(N)c(C(=O)NCc2ccccc2Cl)sc1=S	-1	0.8	4	0.9	0.96	10	-4	-1	-3
S=C(NCc1ccccc1)NCc1cccc(Cl)c1	-5	6.6	-56	0.97	1.6	3	-4	-1	-4
Cc1ccccc1NC(=O)CN(C)S(=O)(=O)c1ccc(-c2ccc(=O)[nH]n2)s1	8	10	8	1	0.92	-4	-2	-1	-5
Cc1onc(-c2c(F)cccc2Cl)c1C(=O)N1CCSCC1	0	0.4	-2	1	1	-2	-3	1	-8
Cc1cc(NC(=O)COc2cccnc2[N+](=O)[O-])no1	0	2.5	-3	1	1	-2	1	-2	1
C=CCn1c(COc2ccc(F)cc2)nnc1SCC(=O)Nc1cccc(S(N)(=O)=O)c1	1	-2.0	6	1	0.94	-3	-3	0	-8
